Screening results: PubChem BioAssay, Sanford-Burnham Center for Chemical Genomics
MT1-MMP txn act = MT1-MMP promoter transcription activation. HT1080 MT1-MMP promoter luciferase reporter, luminescence, overnight; active compounds read high. activation factor at 10 µM. hit rate 0.16% among 86,000. AID 750;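 active = activation factor of at least 2 for MT1-MMP transcription at 10 µM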
Mac1 fbg enh = increases human CD11b/CD18 adhesion to fibrinogen | P05107+P11215 | K562 CD11b/CD18 adhesion to fibrinogen, ATPlite luminescence | activation, % at 10 µM | hit rate 0.07% among 93,000;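 active = 10 µM primary screen giving 50% or more activity, confirmed by 40% or more on retest at that dose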; also: strong numbers were not always called active; reference of the scale not given here
Target sequence (P05107 whole entry, looked up, other chains not shown): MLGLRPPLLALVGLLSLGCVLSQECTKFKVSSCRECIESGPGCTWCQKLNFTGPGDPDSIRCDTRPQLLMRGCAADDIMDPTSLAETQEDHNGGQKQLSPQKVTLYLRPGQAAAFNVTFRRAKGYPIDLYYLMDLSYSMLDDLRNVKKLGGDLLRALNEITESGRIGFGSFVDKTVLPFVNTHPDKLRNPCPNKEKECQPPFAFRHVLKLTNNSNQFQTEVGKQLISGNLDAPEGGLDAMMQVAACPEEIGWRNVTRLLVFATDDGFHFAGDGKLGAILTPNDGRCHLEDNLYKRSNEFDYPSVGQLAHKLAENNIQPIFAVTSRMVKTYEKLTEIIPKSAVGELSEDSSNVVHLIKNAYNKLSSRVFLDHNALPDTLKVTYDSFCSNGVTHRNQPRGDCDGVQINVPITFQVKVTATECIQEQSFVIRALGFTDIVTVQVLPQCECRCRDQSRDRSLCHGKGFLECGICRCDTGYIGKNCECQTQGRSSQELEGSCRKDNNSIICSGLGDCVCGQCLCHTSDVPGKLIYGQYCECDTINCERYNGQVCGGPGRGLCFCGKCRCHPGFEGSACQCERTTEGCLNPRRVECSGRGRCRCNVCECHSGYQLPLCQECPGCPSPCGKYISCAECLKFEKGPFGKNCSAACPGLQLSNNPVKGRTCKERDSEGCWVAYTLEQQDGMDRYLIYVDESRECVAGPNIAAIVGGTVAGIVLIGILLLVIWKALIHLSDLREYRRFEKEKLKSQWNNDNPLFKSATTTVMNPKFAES
* marks the source's active call; other numbers are inactive results. This is a subset; the hit share may differ from the screen's.

SMILES	MT1-MMP txn act	Mac1 fbg enh
O=C(CN1CCc2ccccc21)NC(=O)NCc1ccco1	1.2	-2
CC1(C)Cc2cccc(OCC(=O)N3CCN(S(=O)(=O)c4ccc(F)cc4)CC3)c2O1	1	0
CC(=O)c1ccc(OC(=O)c2cccs2)cc1	1.2	-2
Cc1cc(C)c2c(n1)nn1c(N3CCN(c4ccccc4)CC3)cc(C)nc21	1	0
CC(C)(C)c1[nH]nc2c1C(c1cccnc1)C(C#N)=C(N)O2 (configuration not stated)	1.1	-3
COCCNC(=O)C1CCN(S(=O)(=O)c2ccccc2)CC1	1.1	0
N#CCSc1nc2sc3c(c2c(=O)n1C1CCCCC1)CCCC3	0.9	-2
O=C(c1ccco1)N1CCN(S(=O)(=O)c2cccc(C(F)(F)F)c2)CC1	1	-1
Cc1ccc2oc3c(c(=O)c2c1)C(c1ccc(F)cc1)N(CCCN1CCOCC1)C3=O (configuration not stated)	1.4	0
Cc1nc(N2CCCCC2)c2sc(=S)n(C)c2n1	1.1	2
CC1(C)NC(=O)N(CN2C(=O)NC(C)(C)C2=O)C1=O	1.1	1
Cc1ccc2c(c1)N(CC(=O)N1CCCc3ccccc31)C(=O)C(C)O2 (configuration not stated)	1.3	-4
COc1ccc(OC)c(N(CC(=O)Nc2ccccc2)S(C)(=O)=O)c1	1	3
COc1ccc(-n2c(N)c(-c3nc4ccccc4n3C)sc2=S)cc1	1.2	-7
O=C(NC(C(=O)c1ccccc1)N1CCCCC1)c1ccccc1 (configuration not stated)	1.5	-1
O=C(c1ccco1)[C@@H]1[C@@H]2C(=O)N(c3ccccc3)C(=O)[C@@H]2C2c3ccccc3C=CN21 (some centres not stated)	1.2	6
Cc1ccc(O)c(C2=NOC(O)(C(F)(F)C(F)F)C2)c1 (configuration not stated)	1.1	-2
COc1ccc(CCN2CC34C=CC(O3)C(C(=O)NCc3ccccc3)C4C2=O)cc1OC (configuration not stated)	1.1	-1
O=C(OCc1nc(-c2ccccc2)oc1COC(=O)c1ccco1)c1ccco1	1	0
CCC1(CC)C(=O)N(C)C(=O)NC1=NCc1ccccc1	1.1	1

Copied from the listing (four entries):
SMILES	MT1-MMP txn act	Mac1 fbg enh
N#CCSc1nc2sc3c(c2c(=O)n1C1CCCCC1)CCCC3	0.9	-2
O=C(c1ccco1)N1CCN(S(=O)(=O)c2cccc(C(F)(F)F)c2)CC1	1	-1
Cc1ccc2oc3c(c(=O)c2c1)C(c1ccc(F)cc1)N(CCCN1CCOCC1)C3=O (configuration not stated)	1.4	0
Cc1nc(N2CCCCC2)c2sc(=S)n(C)c2n1	1.1	2

Sorted by the number under Mac1 fbg enh (ascending): seven from the list above.
SMILES	MT1-MMP txn act	Mac1 fbg enh
COc1ccc(-n2c(N)c(-c3nc4ccccc4n3C)sc2=S)cc1	1.2	-7
CC(C)(C)c1[nH]nc2c1C(c1cccnc1)C(C#N)=C(N)O2 (configuration not stated)	1.1	-3
CC(=O)c1ccc(OC(=O)c2cccs2)cc1	1.2	-2
COCCNC(=O)C1CCN(S(=O)(=O)c2ccccc2)CC1	1.1	0
CC1(C)NC(=O)N(CN2C(=O)NC(C)(C)C2=O)C1=O	1.1	1
Cc1nc(N2CCCCC2)c2sc(=S)n(C)c2n1	1.1	2
COc1ccc(OC)c(N(CC(=O)Nc2ccccc2)S(C)(=O)=O)c1	1	3

Later entries.
SMILES	MT1-MMP txn act	Mac1 fbg enh
Cc1ccccc1C(=O)c1cccn1CC(=O)O	1.1	0
O=C(O)c1cccn1Cc1ccccc1F	1	1
O=C(O)c1ccc(-c2ccco2)n1Cc1ccccc1	1.1	0
CCOc1cc(C(=O)N2CCc3cc(OC)c(OC)cc3C2)ccc1OC(F)F	0.4	-7
CCOC(=O)c1cnc(NCc2ccccc2)nc1C	1.4	-5
CCC1(c2ccc(F)cc2)NC(=O)N(CC(=O)c2ccc[nH]2)C1=O (configuration not stated)	1.1	22
CCOC(=O)N1CCN(CCC(=O)Nc2ccc(C)c(Br)c2)CC1	0.9	0
Cc1cccc(NC(=O)CS(=O)(=O)c2c[nH]c3ccccc23)c1C	1.2	-6
COc1ccc(C2C(C(=O)Nc3cccnc3)=C(C)Nc3nc(-c4ccco4)nn32)cc1 (configuration not stated)	1.1	-3
O=C1OC(c2ccc(Br)cc2)=N/C1=C\N1CCCCC1	1.3	-3
Cc1ccc(C2CC(=O)NC(SCc3ccccc3)=C2C#N)o1 (configuration not stated)	0.9	-5
Cc1ccc(-c2nc(C3CCCN(S(=O)(=O)c4ccc(C(F)(F)F)cc4)C3)no2)cc1 (configuration not stated)	1	0
Cc1noc(C)c1CSc1nnc2ccc3ccccc3n12	1	8
COC(=O)c1c(N)nc(C)n1-c1ccc(OC)cc1	1	-1
C=CCN1C(=O)C2C(C(=O)NCc3ccccc3)C3(C)C=CC2(O3)C1C(=O)NC(C)(C)C (configuration not stated)	1.1	4
COc1ccc(-c2cc(C(=O)N3CCCc4ccccc43)no2)cc1	1.4	-2
Cc1cc(C)c(NC(=O)CS(=O)CC(=O)NCC2CCCO2)c(C)c1 (configuration not stated)	1.2	-6
CCOc1ccc(N2CC(C(=O)NCc3ccc(F)cc3)CC2=O)cc1 (configuration not stated)	1.1	6
COc1cc(Sc2ccc(C)cc2)c(OC)cc1N	1.2	-2
CCCC(=O)C1=C(N(C)c2ccccc2)CC(C)(C)C(C(=O)OC)C1=O (configuration not stated)	1	0
Cc1ccc(C)c2[nH]c(=O)c(CCNC(=O)C(C)(C)C)cc12	1.1	-2
CCc1cc2c(N3CCN(c4ccccc4)CC3)ncnc2s1	0.9	-10
CC1(C)Cc2ccccc2-c2nnc(-c3ccccc3)n21	1	-3
CC(C)CNC(=O)COc1ccc2c3c(c(=O)oc2c1)CCC3	1	-5
COC(=O)C1(C)Nc2ccccc2C(=O)N1c1ccccc1C (configuration not stated)	1.1	-2
Cc1ccc(N=Cc2ccc(O)cc2O)cc1F	1	-4
CCC(NC(=O)c1ccccc1NC(=O)c1ccco1)C(=O)NC1CCCCC1 (configuration not stated)	1	2
COc1cc(C(O)c2nc3ccccc3n2C)cc(OC)c1OC (configuration not stated)	1.1	14
CCOCCCNC(=O)Cn1cc2c(n1)CCCCC2	1	1
COc1ccc(-c2ccc(-c3noc(-c4cccc(OC)c4)n3)c(OC)n2)cc1	1.2	12
COc1ccc(Nc2cc(C)nc(-n3nc(C)cc3C)n2)cc1	0.4	-5
Cc1nn(C(C)C(=O)NCC2CCCO2)c(=O)c2cc3occc3n12 (configuration not stated)	1	-6
CCc1ccc(CCC(=O)Nc2ccc(C)c(C)c2)o1	1.3	4
CCOc1ccc(C2=Nn3c(nnc3-c3ccccc3OC)SC2)cc1	0.3	-1
O=C(c1cccs1)N(Cc1ccccn1)Cc1ccco1	1.1	0
CCOC(=O)CC(=O)CSc1ccc2nnc(-c3ccc(C)cc3)n2n1	1.2	-1
Cn1c(=O)c2c(nc(NC(Cc3ccccc3)C(=O)O)n2Cc2ccccc2)n(C)c1=O (configuration not stated)	1.1	-4
Cc1c(C(=O)O)c(-c2ccccc2)nn1-c1ccccc1	1	-2
CCCCN(CCCC)S(=O)(=O)c1ccc(C(=O)Nc2nnc(CSC)o2)cc1	0.9	-2
Cc1cccc2nc(C(F)(F)F)nc(=O)n12	1.1	-1
CCN(CC)C(=O)C1CCCN(C(=O)Nc2ccc3nsnc3c2)C1 (configuration not stated)	1.2	-4
Cc1noc(C)c1S(=O)(=O)Nc1ccc(C(=O)NC2CCCCCC2)cc1	0.9	-2
COc1cc(NC(=O)C2CCCN2C(=O)C2CCC(C)CC2)cc(OC)c1OC (configuration not stated)	1.1	-4
COCCn1c(-c2ccco2)nc2nc3ccccc3nc21	1.1	5
COc1ccc(-c2cc(C(=O)N3CCOCC3)no2)cc1OC	1.2	-1
COc1ccc(-c2cc(C(=O)Nc3ccccc3SC)no2)cc1OC	1.1	-3
COc1cc(C(=O)Nc2ccc3c(c2)OCO3)ccc1-n1cnnn1	1	0
Cc1ccc2c(c1)c1c3n2CCCNC3CCC1 (configuration not stated)	1.2	3
CCN(Cc1ccccc1)C(=O)CSc1nc(C)cc(C)c1C#N	1	0
CCOC(=O)CC(=O)Nc1ccc(C(=O)OCC)cc1	1.1	12
COc1ccccc1-c1cc(C(F)(F)F)nc(S(=O)(=O)CCCC(=O)N2CCCCC2C)n1 (configuration not stated)	0.9	-6
COc1cc2c(=O)n(Cc3ccccc3)c(=O)n(CC(=O)NCC3CCCO3)c2cc1OC (configuration not stated)	1.1	-4
CC1CC(C(F)(F)F)n2ncc(C(=O)O)c2N1 (configuration not stated)	1.2	-9
COC(=O)NC1CSCC1OC(=O)CCN1C(=O)c2ccccc2C1=O (configuration not stated)	1	-1
COc1ccc(S(=O)(=O)Cc2ccc(C(=O)NC(C)C)o2)cc1	1.1	-2
CCCCC(=O)N(c1ccc(OC)cc1)C1C=CS(=O)(=O)C1 (configuration not stated)	1.1	2
Cc1cc(NC(=O)c2c(-c3ccccc3Cl)noc2C)no1	1.1	0
c1c(C2CCCCC2)n[nH]c1CN1CCCCC1	1	1
Nc1nnc(-c2cn(-c3ccccc3)nc2-c2ccccc2)o1	0.9	2
O=C(Nc1ccc2c(c1)OCO2)NC1CCN(Cc2ccccc2)CC1	1.2	8

Ordered by molecular weight (ascending): some entries from above
SMILES	MT1-MMP txn act	Mac1 fbg enh
Cc1ccc(N=Cc2ccc(O)cc2O)cc1F	1	-4
CC1(C)Cc2ccccc2-c2nnc(-c3ccccc3)n21	1	-3
O=C(NC(C(=O)c1ccccc1)N1CCCCC1)c1ccccc1 (configuration not stated)	1.5	-1
COc1cc(C(O)c2nc3ccccc3n2C)cc(OC)c1OC (configuration not stated)	1.1	14
Cc1nn(C(C)C(=O)NCC2CCCO2)c(=O)c2cc3occc3n12 (configuration not stated)	1	-6
Cc1ccc(-c2nc(C3CCCN(S(=O)(=O)c4ccc(C(F)(F)F)cc4)C3)no2)cc1 (configuration not stated)	1	0

Further records
SMILES	MT1-MMP txn act	Mac1 fbg enh
COc1ccc(C(CC(=O)O)NC(=O)Cc2ccccc2)cc1 (configuration not stated)	1.2	-2
O=C(CN1CCN(c2ccccc2)CC1)Nc1ccc(-n2cnnn2)cc1	1	2
O=C(CSc1nc2ccccc2o1)NCc1ccc2c(c1)OCO2	1.4	3
CCOC(=O)COc1ccc2c(c1)C(=O)CC(C)(C)O2	1.1	-2
Cc1csc(SC(C)C(=O)Nc2ccc(S(=O)(=O)N3CCCC3)cc2)n1 (configuration not stated)	1	5
O=C(CN1C(=O)c2ccccc2C1=O)NCC1CCCO1 (configuration not stated)	1.1	-3
Cn1c(C(=O)NCc2cccnc2)cc2sc(Cl)cc21	1.1	-4
CC1=CC(C)(C)Nc2ccc(OC(=O)c3ccco3)cc21	0.2	1
CCN(CC)C(=O)CSc1nnc(-c2cc3ccccc3cc2O)n1CC	1	0
O=C(c1ccc2c(c1)C(=O)N(CCCO)C2=O)c1ccc2c(c1)C(=O)N(CCCO)C2=O	1.2	4
CCN1CCN(Cc2ccc(NC(=O)Nc3ccccc3)cc2)CC1	0.9	1
COc1cc(NC(=O)C2CCCO2)c(C(=O)O)cc1OC (configuration not stated)	1	-3
CCN(CC)CCN1C(=O)C(=O)/C(=C(/O)c2c(C)[nH]c(C(=O)OC)c2C)C1c1ccccc1 (configuration not stated)	1.1	3
Cc1nn(C)c(C)c1NC(=O)CCSc1nc(-c2ccco2)cc(C(F)(F)F)n1	1	5
CCCCOc1ccc(/C(N)=N/O)cc1	1.4	-1
CCOC(=O)c1c(C)n(C)c2ccc(OCC(O)CN3C(=O)c4ccccc4S3(=O)=O)cc12 (configuration not stated)	1.1	6
CCOc1ccccc1C1NC(=O)NC(C)=C1C(=O)OCc1ccco1 (configuration not stated)	1.1	-1
COc1ccc(C2C(C(=O)Nc3ccccc3OC)=C(C)Nc3nnnn32)c(OC)c1 (configuration not stated)	1.2	2
CCN1C2=NCCCN2c2cc(C)c(C)cc21	1.1	-4
CCOc1cccc2c1OC1(C)CC2NC(=O)N1c1ccc(OC)cc1 (configuration not stated)	1.1	4
COc1ccccc1-c1cc(C(=O)NCCN2CCOCC2)no1	1	-1
O=c1c(-c2ccc(Cl)cc2)[n+]([O-])c2ccccc2n1O	1.3	1
CCCCOc1ccccc1Cn1c(=O)oc2ccc(C)cc21	1.2	0
COCCNC(=O)CN(C(=O)Cn1nnc2ccccc21)c1ccc(F)c(Cl)c1	1.1	-2
O=c1oc2ccccc2c2c1ncn2-c1ccccc1	1.1	-4
O=C(c1cnn(-c2nc3ccccc3s2)c1)c1ccccc1O	1.2	6
COC(=O)Nc1ccc(S(=O)(=O)N2CCN(C)CC2)cc1	1.2	1
O=S(=O)(c1ccc(C2=CSC3=NCCN23)cc1)N1CCOCC1	1.1	-1
Cc1cc(C)n(C(=O)CNc2cccc(Cl)c2C)n1	1.1	2
O=C(Cc1c(C(=O)O)[nH]c2ccccc12)NCCN1CCN(c2ccccc2F)CC1	1	1
Cn1c(=O)c2c(nc(Oc3ccc4c(c3)OCO4)n2Cc2ccc(F)cc2)n(C)c1=O	1.1	-4
O=C(C1CCCN(S(=O)(=O)c2ccc(F)cc2)C1)N1CCCC1 (configuration not stated)	1.1	-3
Cc1ccnc(SCCn2c(N3CCN(c4ccccc4)CC3)nc3c2c(=O)[nH]c(=O)n3C)n1	1.2	5
CCn1c(=O)cc(SCC(=O)Nc2cccnc2)c2ccccc21	1.3	0
Cc1nn(-c2ccccc2)c2c1C(=O)NC(=O)C(C)(C)C2	1.1	9
FC(F)(F)c1cc(-c2ccccc2)nc(NCC2CCCO2)n1 (configuration not stated)	1.1	-1
COc1ccc(-c2ccc(=O)[nH]n2)cc1	1.1	2
Cc1onc(-c2ccccc2)c1C(N)=O	1	0
O=C(NC1CCCCC1)N(CCN1CCCC1)Cc1cc2cc3c(cc2[nH]c1=O)OCCO3	1.1	-5
CC(=O)Nc1cccc(NC(=O)CSc2nnc(Cc3cccn3C)n2-c2ccc(C)cc2)c1	1.1	-2
Nn1c(-c2ccccn2)nnc1-c1ccccn1	1.4	1
Nc1ccc(Cl)c(-c2nc3ncccc3o2)c1	1.2	-1
